# Screening results from PubChem.
# CHOP UPR activ: activators of apoptotic CHOP UPR arm, primary screen, cell-based, CHO-CHOP luciferase reporter, luminescence, uHTS; UPR activation; percent of tunicamycin response over DMSO baseline; activation, % at 10 µM; actives 0.34% (n = 330,000);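 active = at 10 µM dose, activation of 40% or more, normalized to positive control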;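 note: 100% = tunicamycin at 10 µg/mL and 0% = DMSO alone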
#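 assay system = CHO CHOP reporter cells | amount = 500 CHO-CHOP cells per well | buffer or medium = F12 with 10% FBS | incubation = 16-18 h cell attachment, then 6 h compound exposure, 37 °C | detection = luminescence read with Steady-Glo | read-out = percent activation relative to tunicamycin control | controls = tunicamycin high control, DMSO low control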
# Jurkat NFkB inh: inhibitors of induced NF-kB luciferase reporter, primary screen, TCR NF-kB activation inhibitor project, cell-based, luminescence, uHTS. Jurkat, PMA/ionomycin-induced NF-kB luciferase reporter. actives 0.53% (n = 330,000). inhibition, % at 4 µM; in the data active = inhibition above about 50%
# Mdm2 MdmX PPI: inhibitors of human Mdm2-MdmX association, primary screen, cell-based, luminescence, split luciferase, SaOS-2, uHTS; Protein Mdm4 (Homo sapiens) + E3 ubiquitin-protein ligase Mdm2 (Homo sapiens), …; SaOS-2 split-luciferase Mdm2/MdmX complementation; inhibition, % at 8 µM; actives 3% (n = 330,000);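 active = inhibition of at least 50% at 8 µM in the primary screen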
# 697 NFkB inh: inhibitors of PMA/ionomycin-induced NF-kB reporter, 697 cells, primary screen, B-cell NF-kB inhibitor project, cell-based, luminescence, uHTS; 697 B-cell NF-kB luciferase reporter, 16 h; inhibition, % at 4 µM; actives 0.33% (n = 330,000); AID 435022, 2010; in the data active = inhibition above about 35%
# APJ agonist: agonists of human apelin receptor APJ, primary screen, CHO-K1 cells, PathHunter beta-arrestin, luminescence; 0% DMSO wells, 100% apelin; activation, % at 20 µM; actives 0.11% (n = 330,000); AID 2520, 2010;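 active = activation more than six SD over the plate average, tested at 20 µM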;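 note: 0% = DMSO alone and 100% = apelin-13 at 10 nM; some results filed as inactive read as strong as hits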
# Target sequence (P35414 whole entry, looked up): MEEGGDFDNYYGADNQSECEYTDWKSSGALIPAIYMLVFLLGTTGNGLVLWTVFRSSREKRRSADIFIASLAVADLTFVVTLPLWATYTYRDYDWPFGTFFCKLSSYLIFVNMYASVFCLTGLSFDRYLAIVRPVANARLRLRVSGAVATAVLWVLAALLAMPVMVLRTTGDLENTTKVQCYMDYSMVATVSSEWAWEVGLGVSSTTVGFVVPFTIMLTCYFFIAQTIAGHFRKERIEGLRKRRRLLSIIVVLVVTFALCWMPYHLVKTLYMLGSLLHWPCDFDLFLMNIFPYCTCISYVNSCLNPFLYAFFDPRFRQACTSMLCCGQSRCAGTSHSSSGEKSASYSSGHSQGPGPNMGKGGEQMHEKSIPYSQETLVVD
#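 Assay system: CHO-K1 APJ beta-arrestin complementation cell line / Compound: single test compound dose, 20 µM final, 1% DMSO / Times: overnight seeding, 90 min compound at 25 °C, 1 h detection / Technique: beta-gal luminescence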
# tim23-1 inh: growth inhibitors of tim23-1 mutant yeast, primary screen, luminescence, uHTS; inhibition, % at 20 µM; actives 1.3% (n = 330,000); S. cerevisiae tim23-1 growth, BacTiter-Glo luminescence, 24 h;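 active = growth inhibition of the mutant yeast at or above 50%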;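 note: temperature-sensitive mutant grown at 25 °C; plate controls were DMSO-treated mutant yeast for no effect and medium wells lacking yeast for full effect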
# UPR XBP1 act: activators of adaptive XBP1 UPR arm, primary screen, cell-based, CHO-XBP1 luciferase reporter, luminescence, uHTS. IRE1-XBP1 UPR activation; percent of tunicamycin response, DMSO as zero. activation, % at 20 µM. actives 0.33% (n = 330,000);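 active = versus positive control, 20 µM dose yields 30% or more activation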;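 note: 100% = tunicamycin at 10 µg/mL and 0% = DMSO only wells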
#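 Material: CHO-XBP1 cells stably carrying IRE1-XBP1-driven luciferase reporter | Medium: F12 with 10% serum | Compound dosing: 20 µM single concentration, DMSO 1% | Incubation: Overnight seeding at 37 °C, 6 h compound treatment at 37 °C | Detection: Steady-Glo luminescence read | Read-out basis: % activation of reporter signal versus tunicamycin and DMSO controls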
# APJ antagonist: antagonists of human apelin receptor APJ, primary screen, CHO-K1 cells, beta-arrestin complementation, luminescence | P35414 | inhibition, % at 20 µM | actives 0.32% (n = 330,000) | AID 2521, 2010;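 active = inhibition above about 40% at 20 µM, limit read from the data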;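 note: cells challenged with 10 nM apelin-13 agonist together with compound; plate controls were apelin-13 plus DMSO wells for no effect and DMSO wells lacking apelin-13 for full effect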
# An asterisk follows results filed as active; x = not tested or not shown.
Molecule	CHOP UPR activ	Jurkat NFkB inh	Mdm2 MdmX PPI	697 NFkB inh	APJ agonist	tim23-1 inh	UPR XBP1 act	APJ antagonist
O=C(COC(=O)c1cccnc1Cl)Nc1ccccc1OC(F)F	0.9	-18.6	13.9	7.3	-0.2	-2.1	-3.1	-0.6
Cc1ccc2nc(-c3ccc(O)c(O)c3)cn2c1	155.4*	-80.0	-57.6	-137.8	3.8	2.2	0.6	-25.2
CCCCN1CCS(=O)(=O)N(Cc2ccccc2Br)CC(C(=O)OC)C1 (stereo not given)	1.9	x	41.6	5.0	x	49.7	0.4	x
C=CCSc1nc2nc(C)cc(C)n2n1	0.5	4.1	-2.4	-7.5	-0.6	-3.1	7.3	-8.3
O=C(CSc1ccc(Cl)cc1)Nc1ccc(-c2nc3ccccc3[nH]2)cc1	1.7	-43.7	23.5	-77.3	-0.7	-23.2	1.4	-8.9
CN(C)C(=S)Nc1cccc(-c2n[nH]c(=S)o2)c1	-1.5	-0.2	-7.6	0.4	1.2	10.1	-1.9	-4.5
COc1ccc(-c2cc(C(=O)NCCCN3CCOCC3)c3ccccc3n2)cc1OC	0.0	-14.6	-12.1	-2.8	16.3	9.3	-2.5	-55.6
O=C(O)C1(Cc2nc3ccccc3[nH]2)CCCC1	1.3	2.1	4.3	21.0	-2.8	1.4	4.2	0.6
N#Cc1ccc(OCC(=O)NCC(c2cccs2)N2CCOCC2)cc1 (stereo not given)	-0.8	-2.9	18.0	9.6	-5.7	3.7	-3.9	3.2
O=C(CN1C(=O)C2(OCCCO2)c2ccccc21)NCCc1ccccc1	-1.3	-6.0	-34.9	-4.6	-3.0	24.4	1.3	20.2
Cn1c(CNC(=O)c2ccco2)nnc1SCC(=O)N1CCN(c2ccccc2F)CC1	-0.7	-13.0	-4.0	-5.9	-4.5	13.4	-0.8	4.1
O=C(NCCc1cnn(-c2ccccc2)c1)c1cc(COc2c(F)cccc2F)on1	-0.2	-38.0	-70.3	-18.3	1.2	52.1*	2.5	-18.0
Cc1ccc(C(C)C)c2c1C(c1ccc3c(c1)OCO3)CC(=O)O2 (stereo not given)	2.9	x	24.9	4.7	x	60.0*	1.9	x
CCc1cccc(C)c1NC(=O)COC(=O)c1cc([N+](=O)[O-])ccc1N1CCOCC1	0.5	15.6	6.3	27.9	-4.5	-10.2	-3.4	-44.9
O=C(O)CCc1ccc(-c2cccs2)n1-c1ccc(C(=O)O)cc1	-0.5	3.1	15.7	-1.5	1.9	-1.0	-1.2	17.8

# Next results.
Molecule	CHOP UPR activ	Jurkat NFkB inh	Mdm2 MdmX PPI	697 NFkB inh	APJ agonist	tim23-1 inh	UPR XBP1 act	APJ antagonist
Cc1ccc2nc(NC(=O)COC(=O)c3cccnc3)sc2c1	5.0	-69.4	-44.5	-53.1	-2.2	53.0*	4.1	-12.8
Cc1ccc(C2NC(=O)NC3=C2CCc2ccccc23)cc1 (stereo not given)	-2.4	-14.0	7.6	-27.0	3.6	19.4	-4.8	-7.0
O=C(NN=Cc1ccc(O)cc1O)c1ccccc1NS(=O)(=O)c1cccs1	0.0	7.1	55.0*	6.3	-1.8	-0.1	-0.3	-4.4
CCN1CCc2c(OCc3ccc(C(=O)OC)o3)cccc2C1=O	1.4	6.3	-6.7	9.0	0.1	7.6	4.7	-7.5
Cc1cc(C)n(CCNC(=O)CC2C(=O)NCCN2CC2CCCCC2)n1 (stereo not given)	3.0	1.0	11.5	-13.5	-2.0	15.1	1.7	4.7
COC(=O)c1ccccc1NC(=O)CSc1nc(Nc2ccccc2)nc(N2CCOCC2)n1	0.1	-3.5	29.0	15.2	4.6	26.5	-0.4	0.2
O=C(CNC(=S)N(Cc1ccc(F)cc1)C1CCCCC1)NCCN1CCOCC1	0.1	-10.7	-8.8	-0.6	-2.1	3.9	0.0	-2.4
COc1ccccc1-c1noc(-c2ccco2)n1	3.1	-87.9	-49.9	-77.1	-3.5	9.2	-2.5	7.7
COc1ccc(CN=C2NN=C(c3ccccc3)CS2)cc1	3.9	-19.3	-24.6	-22.2	-2.9	21.3	1.0	-17.4
O=C(COc1cccc(C(F)(F)F)c1)NCCCN1CCCC1=O	-0.1	-11.8	2.4	7.9	-4.0	-4.2	-3.2	5.8
O=C(NCCOc1ccccc1F)c1cccc(S(=O)(=O)N2CCN(c3ccccc3)CC2)c1	1.3	16.5	28.8	13.0	2.4	20.0	-3.7	-2.5
Cc1ccc(S(=O)(=O)N2CCN(C(=O)N3CCOCC3)C2c2ccc(N(C)C)cc2)cc1 (stereo not given)	-1.6	2.8	-6.5	-9.1	-0.9	24.5	0.7	-2.6
O=C(C1CCCN(Cc2cccs2)C1)N1CCCCCC1 (stereo not given)	-1.6	-7.8	12.4	-9.6	-1.9	-15.6	-3.9	1.6
Cc1ccc(C2=NNC(=O)C(P(=O)(c3ccccc3)c3ccccc3)C2)cc1 (stereo not given)	-0.7	-0.1	1.3	3.5	-3.2	4.7	-0.2	-7.4
O=C(Cn1cnc2ccccc21)N/N=C/C(Br)=C/c1ccccc1	-1.5	13.9	13.3	-39.9	0.6	-34.5	-0.6	-19.2

# Additional compounds
Molecule	CHOP UPR activ	Jurkat NFkB inh	Mdm2 MdmX PPI	697 NFkB inh	APJ agonist	tim23-1 inh	UPR XBP1 act	APJ antagonist
COC(=O)CC1C(=O)NCCN1C(=O)CSc1nc2ccccc2o1 (stereo not given)	-0.7	6.1	-25.0	18.9	-0.3	1.9	-0.3	-16.8
COCCNC(=O)CN1C(=O)CSc2cc(S(=O)(=O)N3CCCCCC3)ccc21	1.2	11.7	20.0	5.5	0.6	11.2	3.6	11.9
CC(C)NC(=O)C12CC3CC(C1)CC(C(=O)NC(C)C)(C3)C2	-0.3	6.9	21.1	12.3	-0.5	6.7	2.9	5.8
Brc1cnc(N2CCOCC2)nc1N1CCCCC1	0.9	0.0	11.1	-77.8	-3.8	11.0	1.0	-11.5
CC1CC(C)CN(C(=O)COC(=O)Cc2ccc(Cl)cc2)C1 (stereo not given)	-0.5	-28.9	20.6	3.6	-0.9	23.4	-5.3	14.3
Cc1nn(-c2ccccc2)c(N)c1C(c1ccccc1)c1c(C)nn(-c2ccccc2)c1N	1.9	4.6	3.7	-20.3	-1.9	11.4	-0.8	1.2
NC(=O)c1c(NC(=O)c2ccccc2F)sc2c1CCCC2	3.6	-173.7	-188.5	-194.3	-0.4	54.2*	1.1	4.4
COc1ccc(CC/C(=N\O)C2(O)CCCCC2)cc1	-0.5	-2.5	5.8	10.4	-1.5	7.1	2.0	0.9
CCOC(=O)[C@@H](CCc1ccccc1)N[C@H](C)C(=O)N1[C@H](C(=O)O)C[C@@H]2CCC[C@@H]21	-0.9	-13.3	-9.7	-4.7	-0.7	3.8	-8.9	-1.8
COc1cc(CNC(=O)CCCC/C=C/C(C)C)ccc1O	1.7	11.1	45.7	-16.0	-4.6	23.6	-1.3	-6.3
CN1CC=C2C(C#N)=C(N)C(C#N)(C#N)C(CCc3ccccc3)C2C1 (stereo not given)	-1.7	-13.0	9.5	2.4	2.8	2.0	-1.4	-10.8
O=C(Cc1cccc2ccccc12)Nc1ccc(-c2cc3ccccc3oc2=O)cc1	-6.5	9.3	46.2	71.9*	-3.2	-1.1	-10.0	-17.7
Cc1cc2c(cc1C)CN(c1ccccc1)C2	2.4	-84.1	-67.7	-140.6	-0.5	11.0	-3.2	6.2
Oc1cccc(C=NCc2ccccc2)c1O	-1.0	-7.5	-8.6	-47.8	1.4	22.2	-2.9	-1.6
CC(C)C(=O)Nc1ccc2nn(-c3ccc(F)cc3)nc2c1	2.0	-227.3	-145.9	-415.1	1.4	30.9	-1.9	-16.0

# A draw from above in order of formula weight, low to high:
Molecule	CHOP UPR activ	Jurkat NFkB inh	Mdm2 MdmX PPI	697 NFkB inh	APJ agonist	tim23-1 inh	UPR XBP1 act	APJ antagonist
CC(C)C(=O)Nc1ccc2nn(-c3ccc(F)cc3)nc2c1	2.0	-227.3	-145.9	-415.1	1.4	30.9	-1.9	-16.0
NC(=O)c1c(NC(=O)c2ccccc2F)sc2c1CCCC2	3.6	-173.7	-188.5	-194.3	-0.4	54.2*	1.1	4.4
COC(=O)CC1C(=O)NCCN1C(=O)CSc1nc2ccccc2o1 (stereo not given)	-0.7	6.1	-25.0	18.9	-0.3	1.9	-0.3	-16.8

# Mdm2 MdmX PPI: entries above that show a hit.
smiles | Jurkat NFkB inh | Mdm2 MdmX PPI | 697 NFkB inh | APJ antagonist
O=C(NN=Cc1ccc(O)cc1O)c1ccccc1NS(=O)(=O)c1cccs1 | 7.1 | 55.0* | 6.3 | -4.4

# (continued)
Molecule	CHOP UPR activ	Jurkat NFkB inh	Mdm2 MdmX PPI	697 NFkB inh	APJ agonist	tim23-1 inh	UPR XBP1 act	APJ antagonist
COc1cc(/C=N/NC(=O)c2nonc2C)ccc1O	2.8	-8.8	-6.2	-13.8	0.2	12.5	1.6	-12.2
CCc1cc2c3c([nH]c2cc1S(=O)(=O)N1CCC2(CC1)OCCO2)CCCC3=O	-0.6	10.6	1.9	-17.5	13.9	20.6	-0.4	-13.8
O=C(O)c1csc(-c2ccc(Cl)cc2)n1	-1.1	-8.2	2.9	13.2	-1.4	18.9	1.2	-13.1
CCOC(=O)c1oc2ccccc2c1CN1CC(C)OC(C)C1 (stereo not given)	0.6	0.9	2.4	-4.0	-2.3	10.4	-1.4	8.4
N=c1ncn(Cc2ccccc2)c2nc(SCCOc3ccccc3)[nH]c12	0.2	-1.2	4.4	17.3	-1.2	-18.6	-3.4	-16.5
Cc1cc(C)cc(NC(=O)c2cc(Cl)sc2Cl)c1	1.4	-10.0	6.4	-4.6	-3.1	21.4	2.5	3.5
COc1ccccc1CCC(=O)OC(C)C(=O)Nc1c(C)n(C)n(-c2ccccc2)c1=O (stereo not given)	0.0	-0.8	5.2	9.2	-5.4	20.8	-2.8	5.5
Cc1cc(C)c(C(=O)OCC(=O)Nc2cccc(S(=O)(=O)N3CCCCC3)c2)c(C)c1	2.5	22.2	-8.8	-8.7	2.7	19.3	-1.3	-4.4
COC(=O)c1c(N)sc2c1CC(C)(C)OC2	2.6	-1.6	-7.2	1.8	-1.5	23.2	2.7	-18.6
COc1ccc(N2CCN(S(=O)(=O)c3c(C)n(C)c(=O)n(C)c3=O)CC2)cc1	2.1	1.6	15.4	16.7	-0.1	11.1	3.1	-2.8
Cc1noc(C)c1C(=O)Nc1ccc(S(=O)(=O)N2CCCCC2)cc1	1.3	6.9	15.7	-1.1	4.8	14.4	-2.9	4.8
CCOc1ccc(NC(=O)CN(C)C(=O)c2csc3c2CCCC3)cc1OCC	-0.4	-0.3	21.8	8.4	-2.1	11.1	0.9	7.7
CC1CCCCC12NC(=O)N(CC(=O)Nc1nccs1)C2=O (stereo not given)	-0.8	-2.2	-2.1	-27.3	-0.6	-1.8	-1.3	5.2
Cc1cc(C(=O)NC(=S)Nc2cccc(NC(=O)C(C)C)c2)ccc1[N+](=O)[O-]	1.7	1.3	7.6	-11.9	-5.2	12.7	0.7	34.5
